Screens from PubChem.
LGR2 inh: inhibitors of bursicon-induced LGR2 CRE-luciferase signal, primary screen, cell-based, HEK293, CRE-luciferase reporter, bursicon stimulation; Drosophila bursicon receptor LGR2 (rickets); bursicon-stimulated, 4 h; inhibition, % at 9.99 µM; actives 0.35% (n = 380,000); AID 720647, 2013;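 active = drop in luminescence signal, shown as inhibition above about 50% in the replicate tests, limit read from the data, passing the limit was not always enough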;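 also: agonist challenge used bursicon conditioned medium at about half maximal strength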
FN deposition inh: inhibitors of fibronectin matrix deposition, primary screen, AH1F cells, Alexa488-fibronectin fluorescence, plate reader | inhibition, % at 12.6 µM | AH1F fibroblasts, overnight | actives 0.086% (n = 350,000) | AID 743247, 2014;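 active = mean inhibition across replicates of 30% or more, regardless of how many single replicates reach that level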;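 also: positive control wells lacked labelled fibronectin entirely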
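test system = AH1F fibroblasts assembling fluorescent fibronectin matrix | quantity = 10000 AH1F cells per well | buffer or medium = DMEM plus 2% serum, read in PBS | doses = single dose, pinned | incubation = 1 h cell attachment, overnight exposure to compound and label | detection = fluorescence at 485 nm excitation, 525 nm emission | read-out basis = inhibition from reduced deposited-fibronectin fluorescence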
esBAF inh: Bmi1 luciferase reporter increase in mESCs, primary screen, esBAF inhibitor project, mouse ES cells, Bmi1 luciferase knock-in, single point | actives 2% (n = 350,000) | reporter increase, % at 12.5 µM | 24 h; 100% = twice the neutral-well signal; in the data active = activation above about 40%;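 also: 0% = median of the plate's neutral control wells and 100% = double that signal; a rise in the Bmi1 reporter signal indicates esBAF inhibition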
SIRT5 inh: SIRT5 desuccinylase inhibitors, primary screen, biochemical, fluorescence imaging, single point, set 5. Purified SirT5, succinyl-peptide AMC, trypsin-coupled fluorescence. inhibition, % at 15 µM. actives 1.1% (n = 330,000); in the data active = inhibition above about 15%
Target sequence (Q9NXA8 whole entry, looked up): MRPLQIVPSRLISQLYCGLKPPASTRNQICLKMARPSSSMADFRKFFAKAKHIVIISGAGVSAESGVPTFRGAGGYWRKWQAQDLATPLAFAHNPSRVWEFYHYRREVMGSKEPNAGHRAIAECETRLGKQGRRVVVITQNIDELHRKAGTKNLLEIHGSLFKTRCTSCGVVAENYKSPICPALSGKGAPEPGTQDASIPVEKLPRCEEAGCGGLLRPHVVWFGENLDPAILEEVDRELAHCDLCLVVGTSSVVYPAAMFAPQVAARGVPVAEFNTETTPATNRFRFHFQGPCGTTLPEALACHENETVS
S100A4 MyoIIA: inhibitors of S100A4-myosin IIA peptide binding, primary screen, biochemical, fluorescence polarization, TAMRA-MyoIIA peptide; Protein S100-A4 (Homo sapiens), P26447; inhibition, % at 10.7 µM; actives 0.14% (n = 360,000); AID 652163, 2013;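 active = mean inhibition of at least 70% across replicates, with every replicate also reaching that level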
Target sequence (P26447 whole entry, looked up): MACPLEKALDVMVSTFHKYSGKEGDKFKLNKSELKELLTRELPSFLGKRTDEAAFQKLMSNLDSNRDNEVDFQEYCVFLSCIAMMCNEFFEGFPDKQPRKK
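incubation = readout 5 min after mixing, signal stable up to 60 min | system = S100A4 monomer protein | buffer or medium = HEPES pH 7.2 with CaCl2, KCl, NaCl, DTT, Triton | benchmarks = neutral control DMSO, positive control TFP | also added = fluorescent myosin IIA peptide, 5 nM | compound dosing = one concentration per compound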
CASP6 VEID inh: human caspase-6 inhibitors, primary screen, biochemical, VEID-R110 fluorescence, single point, set 2; P55212; purified caspase-6, Z-VEID-R110 cleavage fluorescence; inhibition, % at 12.5 µM; actives 0.53% (n = 350,000); AID 686996, 2013;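 active = mean inhibition across replicates at least about 35%, with every replicate also reaching that limit, limit read from the data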;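 also: 0% = median of neutral control wells and 100% = no fluorescence left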
Target sequence (P55212 24-179 limits assumed): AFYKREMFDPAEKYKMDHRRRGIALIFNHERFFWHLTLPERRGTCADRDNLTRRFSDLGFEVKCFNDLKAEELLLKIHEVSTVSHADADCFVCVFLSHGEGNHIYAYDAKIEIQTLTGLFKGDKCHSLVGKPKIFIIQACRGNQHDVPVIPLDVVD
Target sequence (P55212 194-293 limits assumed): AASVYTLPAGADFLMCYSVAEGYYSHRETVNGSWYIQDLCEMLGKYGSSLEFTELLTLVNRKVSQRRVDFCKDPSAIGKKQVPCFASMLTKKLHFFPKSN
Statin myotox sup: suppressors of statin myotoxicity in C2C12 myotubes, primary screen, cell-based, single point, plate reader; C2C12 myotubes + simvastatin, ATP luminescence, 48 h; scaled: DMSO 0, geranylgeraniol control 100; rescue of ATP level, % at 7.49 µM; actives 0.78% (n = 330,000);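 active = mean ATP rescue above about 67%, or every replicate alone reaching that limit, limit read from the data, passing the limit was not always enough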;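 also: myotubes were challenged with 10 µM simvastatin during compound exposure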
An asterisk follows results filed as active; . = no result given.

mol	LGR2 inh	FN deposition inh	esBAF inh	SIRT5 inh	S100A4 MyoIIA	CASP6 VEID inh	Statin myotox sup
Cc1ccc(-n2nc(C)c3c(C)c(CCC(=O)O)c(C)nc32)cc1C	-2.9	-0.9	-19.6	-9.7	-17.4	-0.6	1.1
Cc1c(/C=N\NC(=O)c2cccc(F)c2)cnn1C	-13.8	2.7	.	1.4	-19.1	-2.3	.
O=C(Nc1nc2c(s1)CN(Cc1ccccc1)CC2)c1c(F)cccc1F	-9.1	.	.	-1.5	-9.7	.	.
O=C(c1ccco1)N1CCN(C(=S)Nc2ccc(Br)cc2Cl)CC1	5.5	11.8	-2.2	-12.0	-1.6	3.0	5.7
COc1ccc(NC(=O)c2cccs2)cn1	-2.0	-0.1	.	4.4	-1.0	2.2	.
Cn1c(=O)c2c(ncn2CC(=O)Nc2ccccc2Sc2ccccc2)n(C)c1=O	.	1.8	-1.6	.	.	.	29.3
O=C(CSc1nnc2c(n1)[nH]c1ccccc12)N1CCCCC1	-1.7	-3.4	9.9	5.6	-5.8	-0.9	45.2
CCOC(=O)c1cnc(-n2nc(C)cc2C)nc1Nc1ccc(N(C)C)cc1	.	-6.2	4.5	.	.	.	26.6
COc1ccc([C@@H]2C[C@H]3[C@@H](CN2S(=O)(=O)c2ccccc2)C(=O)C[C@@H](c2ccc(C)cc2)N3S(=O)(=O)c2ccc(C)cc2)cc1	-0.4	-3.8	-1.7	-3.5	-2.5	-3.1	-10.5
C[C@@H]1CN([C@@H](C)CO)C(=O)c2c(c3ccccc3n2C)-c2ccccc2CO[C@H]1CN(C)S(=O)(=O)c1ccc(Cl)cc1	-8.6	0.8	-4.3	1.3	-2.8	-1.5	.
CCOc1cc(OCC)cc(C(=O)Nc2cccc(C(C)=O)c2)c1	-23.1	1.8	3.8	.	.	.	-4.5
CC(C)(C)c1ccc(C(=O)NCC(=O)N2CCNC(=O)C2)cc1	4.5	4.6	.	-4.4	-3.2	0.4	.
COC(=O)C1Sc2[nH]c(=O)sc2C(c2ccc(Cl)cc2)C1C(=O)OC (stereo not given)	39.0	-0.8	-3.1	2.3	-1.2	2.6	.
CC(C)NC(=O)C1(C)CN(S(C)(=O)=O)CC(=O)N1CCc1ccccc1 (stereo not given)	-2.9	8.4	.	-0.5	-2.6	-1.2	.
CCCS(=O)(=O)NC(=O)C1(C)CCN(C(=O)c2ccc(C(F)(F)F)cc2)C1 (stereo not given)	11.4	10.8	1.2	.	-4.9	-1.9	1.7
Cn1cnc(CCNC(=O)C[C@@H]2CC[C@H]3[C@@H](COC[C@H](O)CN3C(=O)Nc3ccccc3)O2)c1	15.9	-7.3	-3.7	-1.8	6.1	-0.4	9.7
CCCCn1c(N)c(N(CCOC)C(=O)CC(NC(=O)c2ccccc2)c2ccccc2)c(=O)[nH]c1=O (stereo not given)	2.9	-1.6	2.2	-1.1	-3.5	-1.2	-14.9
CCOc1ccc(NC(=S)N2CCN(C/C=C/c3ccccc3)CC2)cc1	9.9	.	.	7.9	-2.9	2.7	.
CO[C@@H]1CN(C)C(=O)c2cc(NC(=O)Nc3cccc(F)c3)ccc2OC[C@H](C)N(C)C[C@@H]1C	-6.3	3.2	4.3	-2.1	0.5	-18.7	-2.2
O=C(CNC(=O)c1cccs1)c1ccc(Cl)cc1	-54.4	7.2	39.4	4.1	-0.4	-1.0	2.6
CCOc1ccccc1/C=C/C(=O)c1ccc(Cl)cc1	.	-5.0	.	.	1.7	3.2	.
Cc1[nH]c(=S)c(C#N)c(-c2ccco2)c1C(=O)N(C)C	-8.2	-1.0	.	-1.4	-4.0	11.7	.
Cc1c(Cl)cccc1NC(=O)COC(=O)C12CC3CC(CC(O)(C3)C1)C2	15.1	1.6	-4.3	1.3	5.1	-0.2	2.5
COC(=O)Nc1ccc(S(=O)(=O)NNC(=O)c2c(O)c3ccccc3n(C)c2=O)cc1	-2.2	-1.0	-9.3	-3.0	-3.6	2.1	-7.0
Cc1ccc2nc(-c3ccc(O)cc3)oc2c1	31.5	-13.1	-47.2	-0.7	1.6	1.8	-14.4
N#CC(=Cc1ccncc1)c1ccccc1	-16.6	-6.6	.	.	3.5	-0.8	.
CC(C)(C)c1ccc(C(=O)NCCC(=O)Nc2cc(Cl)ccc2N2CCOCC2)cc1	-1.4	.	14.4	1.8	-7.8	4.4	2.3
O=C1C=Cc2cccc3ccc(O)c1c23	15.4	26.6	-11.3	-3.6	13.1	-0.3	6.1
C[C@@H]1CN([C@H](C)CO)C(=O)CCCn2cc(nn2)CO[C@H]1CN(C)Cc1ccccc1	0.4	2.1	-5.4	-2.7	-41.5	-1.3	-52.4
COCC#Cc1cnc2c(c1)C(=O)N([C@@H](C)CO)C[C@H](C)[C@H](CN(C)Cc1ccccc1)O2	5.1	-6.1	-4.0	3.2	5.4	0.5	-4.0
CCc1nc2c(OCCOc3ccc(F)cc3)cccn2c1N(C)C(=O)C(C)C	12.8	-6.0	0.5	-2.7	-1.0	4.4	-2.7
O=C(CN1CCOCC1)Nc1cccc(S(=O)(=O)N2CCCCCC2)c1	7.2	.	.	-3.5	-1.2	0.9	.
CSc1ccccc1OCc1cc(C(=O)N2CCC(c3ccncc3)CC2)no1	-2.3	4.4	-1.4	-1.3	-0.1	-8.1	-21.7
CC(C)NC(=O)N(C)C[C@H]1Oc2cc(-c3cccnc3)ccc2S(=O)(=O)N([C@H](C)CO)C[C@H]1C	-13.4	5.8	-9.5	-4.5	1.5	4.2	19.4
C[C@@H]1CN([C@@H](C)CO)C(=O)c2cc(C#Cc3ccncc3)cnc2O[C@H]1CN(C)CC1CCOCC1	14.3	-4.6	-7.0	3.8	-8.4	-0.6	42.1
O=C(COc1cccc2ccccc12)N/N=C/c1ccccc1OCc1ccc(C(=O)O)cc1	-7.8	4.8	.	-1.0	-15.3	-0.9	.
Cc1ccc(S(=O)(=O)NN=Cc2ccc(N3CCOCC3)cc2)cc1[N+](=O)[O-]	-6.4	-4.1	6.6	0.5	-4.9	1.3	13.3
Cc1ccccc1CN1[C@@H](C)[C@H](c2ccccc2)Oc2cccc(N3CCCC(C)C3)c2S1(=O)=O (stereo not given in full)	-3.4	-4.3	.	3.5	-5.2	-4.5	.
O=C(O)COCC(=O)Nc1ccccc1-c1ccccc1	10.1	-0.7	.	-1.3	4.1	1.1	.
Cc1nc(C)c(C(=O)Nc2cccc(Cl)c2)o1	16.8	-9.1	0.8	.	.	.	-0.7
O=C(CCNC(=O)c1ccccc1)N/N=C/c1ccc([N+](=O)[O-])cc1	1.6	-1.8	.	-2.1	1.2	0.2	.
C[C@@H](NC(=O)C[C@H]1C[C@H]2c3cc(NC(=O)C4CCOCC4)ccc3O[C@H]2[C@H](CO)O1)c1ccccc1	1.6	.	-1.8	1.4	-1.3	0.6	1.7
CC(=O)N1[C@H](CO)[C@H](c2ccccc2)[C@H]1CNC(=O)CN1CCOCC1	-11.8	-2.7	-1.4	-0.3	8.8	-4.9	-6.5
CCC(=O)Nc1ccc2c(c1)C(=O)N(C)[C@@H]1CC[C@@H](CC(=O)N3CCCCC3)O[C@H]1CO2	-16.5	-7.3	11.5	-2.0	27.3	0.8	-4.4
O=C(O)CC(NS(=O)(=O)c1ccc2c(c1)OCCO2)c1ccccc1[N+](=O)[O-] (stereo not given)	11.3	3.9	-6.8	-1.7	4.0	1.8	9.2
CNC[C@@H]1Oc2cc(C#Cc3ccncc3)ccc2S(=O)(=O)N([C@H](C)CO)C[C@H]1C	0.8	-4.1	7.0	-1.4	3.0	-1.6	11.7
O=C(c1nc2nc(-c3ccc(Cl)cc3)cc(C(F)(F)F)n2n1)N1CCOCC1	.	-6.0	-5.0	.	.	.	2.3
Cc1ccc(NC(=O)N2CCCc3ccccc32)cc1C	-19.7	.	.	-3.3	0.2	3.2	.

Entries of single compounds, quoted from the list. Screens in order: LGR2 inh | FN deposition inh | esBAF inh | SIRT5 inh | S100A4 MyoIIA | CASP6 VEID inh | Statin myotox sup
`N#CC(=Cc1ccncc1)c1ccccc1` across the screens: -16.6 | -6.6 | . | . | 3.5 | -0.8 | .
`Cc1ccc(-n2nc(C)c3c(C)c(CCC(=O)O)c(C)nc32)cc1C` across the screens: -2.9 | -0.9 | -19.6 | -9.7 | -17.4 | -0.6 | 1.1
`Cc1c(/C=N\NC(=O)c2cccc(F)c2)cnn1C` across the screens: -13.8 | 2.7 | . | 1.4 | -19.1 | -2.3 | .

Going on with the list.
mol	LGR2 inh	FN deposition inh	esBAF inh	SIRT5 inh	S100A4 MyoIIA	CASP6 VEID inh	Statin myotox sup
O=C(Cn1cc([N+](=O)[O-])cn1)NCc1ccccc1	11.7	-2.1	0.6	-1.6	-1.7	-1.3	9.5
COc1ccc(Cl)c(-c2cc(C(=O)Nc3ccc(C)c(NS(C)(=O)=O)c3)[nH]n2)c1	0.6	-10.9	-0.6	.	-3.7	2.9	-16.2
Cc1ccc2nc(SCC(=O)Nc3ccc4[nH]c(=O)[nH]c4c3)[nH]c2c1	16.3	-1.2	-2.9	0.7	-2.0	-2.4	11.0
CO[C@H]1CN(C)C(=O)c2cc(NS(C)(=O)=O)ccc2OC[C@H](C)N(CCC(F)(F)F)C[C@H]1C	8.8	-8.9	2.2	-1.1	9.5	.	0.1
CCC(=O)NC[C@H]1[C@@H](c2ccc(C3=CCCC3)cc2)[C@@H](CO)N1C(=O)C1CC1	9.5	-12.9	0.7	.	.	.	-9.3
CC(C)(C)[S@@](=O)N1Cc2cc(C(=O)N[C@H]3CCN(Cc4ccccc4)C3)nc(-c3cccc(-c4ccncc4)c3)c2[C@H]1CCO	4.0	22.9	.	.	-25.0	0.9	.
Cn1cc(-c2ccccc2C(N)=O)c(=O)c2cc(Cl)ccc21	-3.2	-0.8	-8.1	0.4	10.2	9.4	5.4
O=C1CNC(=O)N1	.	-3.3	-4.1	-2.1	1.5	1.9	0.6

Part of the list above in order of molecular weight, falling.
mol	LGR2 inh	FN deposition inh	esBAF inh	SIRT5 inh	S100A4 MyoIIA	CASP6 VEID inh	Statin myotox sup
CO[C@H]1CN(C)C(=O)c2cc(NS(C)(=O)=O)ccc2OC[C@H](C)N(CCC(F)(F)F)C[C@H]1C	8.8	-8.9	2.2	-1.1	9.5	.	0.1
CCC(=O)NC[C@H]1[C@@H](c2ccc(C3=CCCC3)cc2)[C@@H](CO)N1C(=O)C1CC1	9.5	-12.9	0.7	.	.	.	-9.3
O=C1CNC(=O)N1	.	-3.3	-4.1	-2.1	1.5	1.9	0.6

Next section
mol	LGR2 inh	FN deposition inh	esBAF inh	SIRT5 inh	S100A4 MyoIIA	CASP6 VEID inh	Statin myotox sup
Cc1cc(CNC(=O)COc2ccc(C#N)cc2)c2ccccc2n1	3.5	-3.2	.	-1.2	1.0	3.0	.
CCN(CC)c1ccc(N=Cc2ccccc2[N+](=O)[O-])cc1	.	-2.0	.	-2.1	-6.8	-3.0	.
CCc1cccc(C)c1NC(=O)c1cc(-c2ccncc2)nc2ccccc12	11.7	-5.1	-4.7	-2.6	-11.7	1.4	5.6
CC(C)C(=O)Nc1ccc(C(=O)NNC(=S)NC(=O)c2ccco2)cc1	5.4	3.8	.	3.1	-1.5	-3.4	.
O=C(Nc1ccc2c(c1)CCC2)c1ccccc1	.	0.9	-1.6	.	-1.5	-1.4	-7.0
CCn1c(C(=O)NCCCc2ccccc2)cc2sccc21	-8.1	-3.0	11.2	.	.	.	2.6
COc1ccc(N2CCN(c3cc(C)c4cccc(C)c4n3)CC2)cc1	5.1	12.9	-8.9	-3.0	-5.3	-1.8	8.9

Not all compounds are listed; the hit share may differ from the screen's.
